Screening results (PubChem BioAssay)
Platelet DG rel = platelet dense granule release activity; human platelet-rich plasma, SFLLRN dense granule ATP release, luminescence; inhibition, %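 (compounds screened at 7.5 µM in platelet-rich plasma)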; actives 0.22% (n = 300,000); AID 1663;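 active = mean replicate score, as percent of positive control, at or above 50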
KCNQ1 act = potentiates or activates the human KCNQ1 potassium channel | CHO-K1 KCNQ1, thallium flux FluxOR fluorescence; hits give high values | B-score at 10 µM | P51787 | actives 0.35% (n = 310,000);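 active = fluorescence ratio B-score, a plate-corrected score, at least three library SD, with initial intensity B-score within 5 SD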
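Doses: Single concentration per compound, DMSO matched to controls | Test system: KCNQ1-transfected CHO-K1 cells | Timing: 90 min dye loading and 20 min compound exposure, both at room temperature | Measured by: Kinetic FluxOR thallium fluorescence, 10-s 1-Hz baseline, 110-s post-stimulus read | Medium: Assay buffer with matched DMSO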
TRPC4 inh = TRPC4 (mouse) channel inhibition; Q9QUQ5; HEK293 TRPC4beta/mu-opioid, DAMGO-evoked Fluo4 calcium flux; hits give low values; actives 0.39% (n = 300,000); B-score at 10 µM;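 active = B-score over 3 SD under the library average, no early fluorescence shift, positive overall ratio signal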
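Material: HEK293 cells with stable TRPC4beta plus mu-opioid receptor expression; probe or stimulus: DAMGO in two steps, submaximal then maximal; technique: Fluo4 calcium fluorescence by kinetic imaging, 5 s 1 Hz baseline; measure: integrated fluorescence ratio relative to baseline, converted to per-well B score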
DYRK1A inh = Dyrk1A (rat) kinase inhibition. Q63470. ADP-Glo luminescence, NFATc1 peptide. inhibition, % at 12.5 µM. actives 0.43% (n = 310,000). AID 504441; in the data active = inhibition above about 50%;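 note: plate controls were vehicle with enzyme for no effect and no enzyme for full effect; many of its hits are not listed in these tables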
KCNQ1 inh = human KCNQ1 channel inhibition; P51787; CHO-K1 KCNQ1, FluxOR thallium flux fluorescence; hits give high values; B-score at 10 µM; actives 1.3% (n = 310,000);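 active = compounds whose thallium flux B-score, printed positive for inhibition, exceeds three library SD while starting fluorescence stays within three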;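 note: channel opened by potassium depolarization with thallium stimulus after 20 min compound exposure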
TRPC4 PAM = TRPC4 (mouse) allosteric potentiation; HEK293 TRPC4beta/mu-opioid, DAMGO EC20, Fluo-4 Ca2+ flux; hits give high values; B-score at 10 µM; actives 0.42% (n = 310,000); AID 2227;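 active = B-score of calcium response area above 5 SD of library B-scores, with initial fluorescence ratio within 5 SD of library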;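 note: B-score of integrated fluorescence ratio over time as area under calcium response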
KCNK3 block = human KCNK3 channel inhibition, primary screen | CHO-KCNK3 thallium flux, FluxOR fluorescence; hits give low values | O14649 | B-score at 10 µM | actives 0.84% (n = 340,000) | AID 602410;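 active = B-score under library mean minus 4 SD, starting fluorescence ratio at most library mean plus 5 SD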;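 note: more negative B-score means stronger inhibition of thallium flux through KCNK3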
hERG rescue = hERG (human) protection from proarrhythmic block | Q12809 | CHO-hERG, FluxOR thallium flux, dofetilide IC70 present | activation (rescue from dofetilide block), less the hit threshold, % at 10 µM | actives 0.51% (n = 310,000);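 active = activation above the mean of controls blocked by dofetilide plus 5 SD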;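 note: thallium influx through hERG after potassium depolarization seen as dye fluorescence rise; in these data hits start at about 4.7%; inactives centre near -7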
KCNK9 inh = human KCNK9 channel inhibition; Q9NPC2; HEK293 KCNK9, FluxOR thallium flux fluorescence; hits give low values; B-score at 10 µM; actives 1.2% (n = 310,000);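 active = ratio B-score over 3 SD below the library mean, with starting fluorescence within 5 SD of its mean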;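 note: negative B-score means less thallium flux so channel inhibition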
Target sequence (Q9NPC2 whole entry, looked up): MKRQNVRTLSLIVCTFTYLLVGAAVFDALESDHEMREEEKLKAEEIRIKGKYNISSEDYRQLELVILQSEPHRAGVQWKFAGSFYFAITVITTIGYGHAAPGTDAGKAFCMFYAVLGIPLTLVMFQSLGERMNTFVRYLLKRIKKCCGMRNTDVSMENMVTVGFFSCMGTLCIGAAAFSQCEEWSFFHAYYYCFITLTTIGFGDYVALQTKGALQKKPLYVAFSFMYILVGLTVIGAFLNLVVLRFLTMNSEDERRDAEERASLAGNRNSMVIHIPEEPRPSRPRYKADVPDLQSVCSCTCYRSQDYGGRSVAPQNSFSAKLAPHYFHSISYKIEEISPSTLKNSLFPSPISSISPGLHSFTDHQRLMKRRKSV
PolyA inhibitor = blocks polyadenylation in yeast reporter cells | S. cerevisiae SKY197-pL101 polyadenylation reporter, beta-gal luminescence; efflux-impaired pdr1/pdr3 knockout yeast; score 100 = 6 SD above DMSO | actives 0.02% (n = 300,000) | calls only at 12 µM;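 active = lowest replicate activity score at least 50, where 100 means six control SD above control mean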;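 note: yeast exposed to compound for 9 h at 30 °C; higher score means more reporter readthrough which indicates perturbed polyadenylation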
TRPC4 act = activators of mouse TRPC4 channel. Q9QUQ5. HEK293 TRPC4beta/mu-opioid, Fluo4 calcium fluorescence; hits give high values. B-score at 10 µM. actives 0.49% (n = 310,000). AID 2237;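 active = B-score above 5 SD of library B-scores, and initial fluorescence ratio not above library mean plus 5 SD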;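 note: positive B-score marks a calcium rise read as TRPC4 activation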
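Technique: kinetic Fluo4 calcium fluorescence; Test system: TRPC4beta and mu-opioid receptor HEK293 stable cells; Measure: B-scored integrated calcium fluorescence ratio; Benchmarks: low control buffer alone, high control maximal DAMGO; Schedule: 45 min room-temperature Fluo4 loading, 110 s read.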
* hit, by the source's call; i = inactive; . = not tested or not shown. A portion of the library; the hit share may differ from the screen's.

1) FC(F)Oc1ccccc1NC(=S)Nc1cccc(Cl)c1Cl
2) COc1ccc(Cl)cc1NC(=O)CSc1nc(N2CCOCC2)nc(N2CCOCC2)n1
3) CCOC(=O)N1CCN(C(=O)c2noc(C(C)C)c2[N+](=O)[O-])CC1
4) Cc1ccc(C)c(CN2C(=O)C3CCCN3c3ccc(C#N)cc32)c1 (configuration not stated)
5) CCOC(=O)Nc1c(O)ccc2oc(C)c(-c3ccccc3)c12
6) Nc1cc(C(=O)OCC(=O)NNC(=O)c2cccs2)ccc1Cl
7) COc1ccc(C(=O)/C=C/Nc2ccc([N+](=O)[O-])cc2C)c(OC)c1
8) Cc1ccccc1Sc1ccc(N)cn1

| compound no. | 1 | 2 | 3 | 4 | 5 | 6 | 7 | 8 |
| --- | --- | --- | --- | --- | --- | --- | --- | --- |
| Platelet DG rel | -5 | -2 | -10 | -1 | 4 | -9 | 7 | -2 |
| KCNQ1 act | i | i | i | i | i | i | i | i |
| TRPC4 inh | -7* | i | i | i | i | i | i | i |
| DYRK1A inh | 2 | -2 | -10 | 2 | 8 | -3 | 1 | . |
| KCNQ1 inh | i | i | i | i | i | i | i | i |
| TRPC4 PAM | i | i | i | i | i | i | i | i |
| KCNK3 block | i | i | i | i | i | i | i | i |
| hERG rescue | -8 | -14 | -4 | -5 | -7 | -10 | -10 | 0 |
| KCNK9 inh | i | i | i | i | i | i | i | i |
| PolyA inhibitor | i | i | i | i | i | i | i | i |
| TRPC4 act | i | i | i | i | i | i | i | i |

9) OC(COC(c1ccccc1)c1ccccc1)CN1CCc2ccccc2C1 (configuration not stated)
10) C=CCNc1nc(NCc2ccccc2)nc(OCC)n1
11) Cc1c(NC(=O)c2ccc(N(C)S(C)(=O)=O)cc2)c(=O)n(-c2ccccc2)n1C
12) Cc1ccc(-c2noc(C3CCN(C(=O)Nc4ccc(C#N)cc4)CC3)n2)o1
13) COc1ccc(C(=O)NN(c2ccccc2)c2ccccc2)cc1
14) COC(=O)c1nc(N)sc1C(C)C
15) CCn1c(CCNC(=O)c2ccc(F)cc2)nc2ccccc21
16) O=C(NCCCN1CCOCC1)c1c(F)c(F)c(F)c(F)c1F

| compound no. | 9 | 10 | 11 | 12 | 13 | 14 | 15 | 16 |
| --- | --- | --- | --- | --- | --- | --- | --- | --- |
| Platelet DG rel | 4 | 0 | 6 | -5 | 4 | 15 | 17 | -2 |
| KCNQ1 act | i | i | i | i | i | i | i | i |
| TRPC4 inh | i | i | i | i | i | i | i | i |
| DYRK1A inh | 1 | -3 | -2 | 2 | 0 | -1 | 5 | 3 |
| KCNQ1 inh | i | i | i | i | i | i | i | i |
| TRPC4 PAM | i | i | i | i | i | i | i | i |
| KCNK3 block | i | i | i | i | i | i | i | i |
| hERG rescue | -7 | -8 | -12 | -16 | -4 | -7 | -6 | -3 |
| KCNK9 inh | i | i | i | i | i | i | i | i |
| PolyA inhibitor | i | i | . | i | i | i | i | i |
| TRPC4 act | i | i | i | i | i | i | i | i |

17) C=CCn1c(SCc2cc(=O)n3cc(C)ccc3n2)nnc1-c1ccc(F)cc1
18) O=C1c2ccccc2C(=O)N1CCOc1cccc(Br)c1
19) COc1ccc(C2(C(=O)NC3CCCCC3)CCOCC2)cc1OC
20) O=C(CSCc1ccccc1)Nc1ccc(F)c(F)c1
21) CSc1nnc(-c2cccc(C)c2)n1N
22) COc1cc(/C=N/NC(=O)C(Cc2c[nH]c3ccccc23)NC(=O)OCC(C)C)cc([N+](=O)[O-])c1O (configuration not stated)
23) O=C(COC(=O)c1ccc(NS(=O)(=O)c2cccs2)cc1O)Nc1nc2ccccc2s1
24) Cc1[nH]n(C2=NCCS2)c(=O)c1N=Nc1cccc(C(F)(F)F)c1

| compound no. | 17 | 18 | 19 | 20 | 21 | 22 | 23 | 24 |
| --- | --- | --- | --- | --- | --- | --- | --- | --- |
| Platelet DG rel | -1 | -3 | 0 | 17 | 6 | -9 | 5 | 3 |
| KCNQ1 act | i | i | i | i | i | i | i | i |
| TRPC4 inh | i | i | i | i | i | i | i | i |
| DYRK1A inh | 0 | -8 | 14 | 0 | 1 | 4 | 34 | 0 |
| KCNQ1 inh | i | i | i | i | i | i | i | i |
| TRPC4 PAM | i | i | i | i | i | i | i | i |
| KCNK3 block | i | i | i | i | i | i | i | i |
| hERG rescue | -8 | -10 | -11 | -8 | -9 | -14 | -21 | -1 |
| KCNK9 inh | i | i | i | i | i | i | i | i |
| PolyA inhibitor | i | i | i | i | i | i | i | i |
| TRPC4 act | i | i | i | i | i | i | i | i |
